# RmlCD inh 1536 – M. tuberculosis RmlC/RmlD coupled enzyme inhibitors, primary screen, biochemical, compound mixtures, 384-well, from 1536-well plates; AID 1533, 2009; RmlC+RmlD coupled enzyme assay, percent inhibition; primary screen in compound mixtures; 160,000 compounds, 0.03% hits; inhibition, % at 3.6 µM; in the data active = inhibition mostly above about 34%, no sharp cut-off; also: some results filed as inactive read as strong as hits
# Target sequence (P9WH09 whole entry, looked up): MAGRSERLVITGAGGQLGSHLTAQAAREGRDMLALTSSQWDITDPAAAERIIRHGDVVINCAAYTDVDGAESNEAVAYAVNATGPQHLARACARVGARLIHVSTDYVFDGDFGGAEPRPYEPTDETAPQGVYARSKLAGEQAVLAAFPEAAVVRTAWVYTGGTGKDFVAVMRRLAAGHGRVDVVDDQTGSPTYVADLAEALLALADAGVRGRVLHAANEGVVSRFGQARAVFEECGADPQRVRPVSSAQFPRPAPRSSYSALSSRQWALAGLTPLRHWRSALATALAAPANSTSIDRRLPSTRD
# Target sequence (P9WH11 whole entry, looked up): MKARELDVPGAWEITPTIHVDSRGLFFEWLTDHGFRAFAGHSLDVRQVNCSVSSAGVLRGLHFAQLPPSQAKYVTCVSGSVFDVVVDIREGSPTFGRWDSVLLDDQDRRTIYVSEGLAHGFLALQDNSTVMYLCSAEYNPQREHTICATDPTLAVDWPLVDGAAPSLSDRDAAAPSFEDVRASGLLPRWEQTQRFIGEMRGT
# M. tuberculosis GlmU – inhibition of mycobacterial GlmU enzyme – biochemical, glucosamine-1-phosphate acetyltransferase (AID 1376). 220,000 compounds, 0.25% hits. inhibition, %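 (tested at 30 µM in the primary screen)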, or IC50 in µM where a hit was titrated. M. tuberculosis GlmU acetyltransferase enzyme assay; higher % means a stronger effect; in the data active = inhibition above about 13%;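 also: 0% = complete reaction with vehicle and 100% = reaction without substrate; strong numbers were not always called active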
# The depositor's hits bear a star; . = not tested or not shown. Some of the compounds tested (hit frequency here may not be typical).
[1] COC(=O)C(CCSC)NC(=O)CNS(=O)(=O)c1ccc(Br)cc1 (stereo not given)
[2] COc1ccc(N2CCN(Cc3cc(=O)oc4cc(-c5ccccc5)c(O)cc34)CC2)cc1
[3] Cc1cc2nnc(SCC(=O)N(C)C3CCS(=O)(=O)C3)n2c2ccccc12 (stereo not given)
[4] O=C(Nn1cnc2ccccc2c1=O)c1ccc(F)cc1Cl
[5] Cn1nc(C(F)(F)F)c(C#N)c1N1CCN(c2ccc(F)cc2)CC1
[6] CCOc1ccccc1N(CC(=O)NC1CCCC1)C(=O)CCCC(=O)Nc1ccccn1
[7] Cc1nc(Cl)sc1C(=O)Nc1ccc2ccccc2c1
[8] CCOC(=O)C1CCN(C(=O)c2cc(OCC)c(OCC)c(OCC)c2)CC1
entry no.,1,2,3,4,5,6,7,8
RmlCD inh 1536,.,.,0,.,9,.,11,13
M. tuberculosis GlmU,-2.0%,3.8%,-4.8%,-2.0%,4.2%,5.8%,-1.8%,.

[9] CCOC(=O)C1CCCN(C(=O)Nc2c(-c3ccccc3)noc2C)C1 (stereo not given)
[10] N#CCC(=O)N/N=C/c1coc2ccccc2c1=O
[11] Cc1nnc(SCC(=O)N(CC(C)C)c2c(N)n(CC(C)C)c(=O)[nH]c2=O)n1-c1ccccc1
[12] O=C(NCc1ccccn1)C1Nc2ccc(C(F)(F)F)cc2C2C=CCC12 (stereo not given)
[13] CCCCCCC#Cc1ccc2c(c1)COc1c3ccccc3nn1-2
[14] COc1ccc(N2CC(C)Cn3c2nc2c3c(=O)n(Cc3ccccc3)c(=O)n2C)c(OC)c1 (stereo not given)
[15] COc1ccc2c(c1)c(=O)cc(C)n2CC(=O)NCc1ccco1
[16] Cc1ccc(NC(=O)C(=O)NCCN2CCN(S(C)(=O)=O)CC2)cc1
entry no.,9,10,11,12,13,14,15,16
RmlCD inh 1536,-35,9,65,.,.,-7,.,-9
M. tuberculosis GlmU,3.0%,4.6%,6.7%,1.1%,-1.7%,-0.1%,1.6%,-0.5%

[17] O=C(NCCc1cccs1)C1CC(c2cccc([N+](=O)[O-])c2)=NO1 (stereo not given)
[18] COc1ccc(S(=O)(=O)N2CCCC(C(=O)NCc3ccncc3)C2)cc1 (stereo not given)
[19] O=C(CS(=O)(=O)Cc1ccccc1)Nc1nc2ccccc2s1
[20] O=S(=O)(Cc1ccccc1)NCc1cccnc1
[21] O=C(CCN1CCCCC1)NNC(=S)NC(=O)c1ccc(Br)cc1
[22] Cc1ccc(C2CCN(C(=S)Nc3cccc(Cl)c3)C2)cc1 (stereo not given)
[23] COc1ccc(/C(O)=C2/C(=O)C(=O)N(Cc3cccnc3)C2c2ccco2)cc1OC (stereo not given)
[24] Fc1ccc(CSc2ncnc3sc4c(c23)CCCC4)cc1
entry no.,17,18,19,20,21,22,23,24
RmlCD inh 1536,.,.,.,12,-4,-8,-4,-2
M. tuberculosis GlmU,-3.1%,-0.7%,-2.6%,5.0%,-1.7%,6.7%,5.2%,-0.3%

[25] CCOC(=O)c1c(N)sc2c1CCC(C)C2 (stereo not given)
[26] CC(=O)Nc1cccc(C(=O)/C=C/c2cccs2)c1
[27] CCCCCc1cc(=O)oc2c(C(CCN3CCCC(C)C3)c3ccc(N(C)C)cc3)c(OC)cc(OC)c12 (stereo not given)
[28] O=C(CCOc1ccccc1)NCc1ccccc1
[29] CCc1nnc(NC(=O)c2ccc(S(=O)(=O)N3CCCc4ccccc43)cc2)o1
[30] Cc1cc(NC(=O)c2ccc(C)s2)n(-c2nc3ccccc3[nH]2)n1
[31] CC(=O)N1CCN(C(=O)c2ccc(-n3c(C)ccc3C)cc2)CC1
[32] O=C(CN1C(=O)C2CC=CCC2C1=O)Nc1nnc(SCc2c(Cl)cccc2Cl)s1 (stereo not given)
entry no.,25,26,27,28,29,30,31,32
RmlCD inh 1536,.,7,.,-12,-9,8,19,.
M. tuberculosis GlmU,6.9%,-4.3%,-5.2%,1.7%,2.0%,2.4%,-0.8%,-4.7%

[33] CC(=O)N1CCc2cc(S(=O)(=O)NC(CC(C)C)C(=O)Nc3ccc4c(c3)OCCO4)ccc21 (stereo not given)
[34] Cc1cc(C)[n+](C2C3CC4CC(C3)CC2C4)o1 (stereo not given)
[35] c1ccc(-n2nnnc2Oc2cccc3cccnc23)cc1
[36] COC(=O)C1=C(C(=O)OC)[C@@H]2N(Cc3ccccc3)c3ccccc3[C@@]23C[C@@H](CO)N(C(=O)NC2CCCC2)C3=N1
[37] O=C(Nc1nnc(-c2ccco2)o1)c1cccc2ccccc12
[38] CCOC(=O)c1nn(-c2ccccc2)c(=O)cc1SC(C)CC (stereo not given)
[39] COc1ccc(CC(=O)OCc2cc3cccc(C)c3[nH]c2=O)cc1
[40] CC(C)(C)n1nc2c(c1NC(=O)COc1ccc3ccccc3c1)CS(=O)C2 (stereo not given)
entry no.,33,34,35,36,37,38,39,40
RmlCD inh 1536,-12,.,.,.,15,14,.,10
M. tuberculosis GlmU,-1.7%,-7.1%,4.6%,2.2%,-1.7%,-0.3%,-2.3%,2.7%

# For convenience, some entries already given:
[25] CCOC(=O)c1c(N)sc2c1CCC(C)C2 (stereo not given)
[26] CC(=O)Nc1cccc(C(=O)/C=C/c2cccs2)c1
[27] CCCCCc1cc(=O)oc2c(C(CCN3CCCC(C)C3)c3ccc(N(C)C)cc3)c(OC)cc(OC)c12 (stereo not given)
[28] O=C(CCOc1ccccc1)NCc1ccccc1
[29] CCc1nnc(NC(=O)c2ccc(S(=O)(=O)N3CCCc4ccccc43)cc2)o1
[30] Cc1cc(NC(=O)c2ccc(C)s2)n(-c2nc3ccccc3[nH]2)n1
[31] CC(=O)N1CCN(C(=O)c2ccc(-n3c(C)ccc3C)cc2)CC1
[32] O=C(CN1C(=O)C2CC=CCC2C1=O)Nc1nnc(SCc2c(Cl)cccc2Cl)s1 (stereo not given)
[33] CC(=O)N1CCc2cc(S(=O)(=O)NC(CC(C)C)C(=O)Nc3ccc4c(c3)OCCO4)ccc21 (stereo not given)
[34] Cc1cc(C)[n+](C2C3CC4CC(C3)CC2C4)o1 (stereo not given)
entry no.,25,26,27,28,29,30,31,32,33,34
RmlCD inh 1536,.,7,.,-12,-9,8,19,.,-12,.
M. tuberculosis GlmU,6.9%,-4.3%,-5.2%,1.7%,2.0%,2.4%,-0.8%,-4.7%,-1.7%,-7.1%

[35] c1ccc(-n2nnnc2Oc2cccc3cccnc23)cc1
[36] COC(=O)C1=C(C(=O)OC)[C@@H]2N(Cc3ccccc3)c3ccccc3[C@@]23C[C@@H](CO)N(C(=O)NC2CCCC2)C3=N1
[37] O=C(Nc1nnc(-c2ccco2)o1)c1cccc2ccccc12
entry no.,35,36,37
RmlCD inh 1536,.,.,15
M. tuberculosis GlmU,4.6%,2.2%,-1.7%

# Further entries
[41] NC(N)=NC(N)=Nc1cccc2ccccc12
[42] CCC(=O)N(CCC(c1ccccc1)c1ccco1)Cc1cccs1 (stereo not given)
[43] O=C(N=Nc1c(O)[nH]c2ccccc12)c1cc(-c2cccs2)[nH]n1
[44] Cc1cc(-c2nnc(SCC(=O)Nc3ccccn3)o2)no1
[45] CCC(C)C(NC(=O)c1ccccc1NC(=O)c1ccccc1)C(=O)O (stereo not given)
[46] Cc1onc(-c2ccccc2)c1CNC(=O)Nc1ccc(C(F)(F)F)cc1
[47] Cc1ccsc1C1C2=C(CCCC2=O)Nc2ncnn21 (stereo not given)
[48] Cc1ccc(NC2(C(F)(F)F)N=C(c3ccccc3)NC2=O)nc1 (stereo not given)
entry no.,41,42,43,44,45,46,47,48
RmlCD inh 1536,-4,.,8,9,.,-3,.,107
M. tuberculosis GlmU,-3.3%,-1.2%,-3.9%,-0.8%,0.6%,0.5%,1.8%,1.2%

[49] COc1ccc(CCNC(=O)c2cnccn2)cc1
[50] O=C(O)CP(=O)(c1ccccc1)c1ccccc1
[51] CC(C)c1nnc(NC(=O)CCC(=O)Nc2ccccc2)s1
[52] COc1ccc(Cl)cc1CN1CCN(c2nc(C)cc(C)c2C#N)CC1
[53] O=Cc1ccc(OCc2ccccn2)cc1
[54] COc1cc(NC(=O)CN2CCC(C)CC2)c(C)cc1[N+](=O)[O-]
[55] COc1ccc(CNC(=O)CN2C(=O)C3CCCN3c3ncc(Cl)cc32)cc1 (stereo not given)
[56] Cc1ccc2nc(-c3ccc(NS(=O)(=O)c4c(C)n(C)c(=O)n(C)c4=O)cc3)sc2c1
entry no.,49,50,51,52,53,54,55,56
RmlCD inh 1536,-10,.,.,8,.,2,-3,7
M. tuberculosis GlmU,2.0%,10%,-8.8%,4.5%,-2.3%,2.6%,2.9%,1.8%

# Reprinted at random: 2 entries already listed.
[50] O=C(O)CP(=O)(c1ccccc1)c1ccccc1
[51] CC(C)c1nnc(NC(=O)CCC(=O)Nc2ccccc2)s1
entry no.,50,51
RmlCD inh 1536,.,.
M. tuberculosis GlmU,10%,-8.8%

# Next part
[57] COc1ccc(CCNC(=S)NC(=O)c2cccc(Cl)c2)cc1OC
[58] CC(c1ccccc1)N1C(=O)/C(=C/c2ccncc2)SC1=S (stereo not given)
[59] CCCc1c(O)nc(SCc2ccccc2)[nH]c1=O
[60] CC(=O)c1cc(C#N)c(N2CC(C)OC(C)C2)nc1C (stereo not given)
[61] COC(=O)c1ccc(S(=O)(=O)NCc2ccccc2)n1C
[62] Cc1ccc(C)n1NC(=O)c1ccccc1
[63] O=C(Nc1nccs1)C(Cl)(Cl)Cl
[64] Cn1c(=O)[nH]c(=O)c2c1nc(N1CCCCC1)n2CC(O)CN1CCCCC1 (stereo not given)
entry no.,57,58,59,60,61,62,63,64
RmlCD inh 1536,-8,10,-10,-5,-7,5,-5,.
M. tuberculosis GlmU,3.3%,3.2%,1.7%,1.7%,-2.6%,0.2%,-0.7%,3.9%

[65] CC(=O)c1cc(F)c(N2CCN(C(=O)COc3ccc(F)cc3)CC2)cc1C
[66] O=C(O)CNS(=O)(=O)c1c(Cl)cccc1Cl
[67] CCOC(=O)c1c(-c2ccccc2)csc1NC(=O)C(C)NCc1ccco1 (stereo not given)
[68] O=C1C2C3C=CC(C4CC34)C2C(=O)N1/N=C/c1ccc([N+](=O)[O-])o1 (stereo not given)
[69] CC(C)c1ccc(C2N3CCCN23)cc1 (stereo not given)
[70] N=C1C(c2ccccc2)=C(O)CN1c1cccc(S(=O)(=O)N2CCCCC2)c1
[71] Cn1c(/C=N/NC(=O)c2ccccc2Br)nc2ccccc21
[72] O=c1c2ccccc2nc(/C=C/c2ccc3c(c2)OCO3)n1CCCO
entry no.,65,66,67,68,69,70,71,72
RmlCD inh 1536,-12,7,-10,-7,.,4,-3,-4
M. tuberculosis GlmU,-5.3%,.,-3.7%,4.0%,7.3%,2.6%,-5.9%,3.8%

[73] CCN1C(=O)C2C(c3cccc(F)c3)NC(C)(C(=O)OC)C2C1=O (stereo not given)
[74] Cc1ccc(C2CC(c3cccc(C)c3)n3nc(N)nc3N2)cc1 (stereo not given)
[75] O=C(CCc1c[nH]c2ccccc12)NCC1CCCO1 (stereo not given)
[76] CCOC(=O)c1c(-n2c(C)cc(C=C3C(=O)NC(=S)NC3=O)c2C)sc2c1CCCC2
[77] c1ccc(C[n+]2cccc(-c3ccccc3)c2)cc1
[78] COC(=O)c1cc(Cl)c(NC(=O)Cc2ccccc2)cc1OC
[79] COc1ccc(Cc2nnc(SCC(=O)N3CCCC3)o2)cc1
[80] O=S(=O)(c1ccc(Cl)s1)N1CCN(c2ncccn2)CC1
entry no.,73,74,75,76,77,78,79,80
RmlCD inh 1536,-3,-5,8,5,-11,3,-6,.
M. tuberculosis GlmU,-1.2%,-1.5%,0.1%,4.3%,-3.0%,7.1%,0.6%,3.6%

[81] Cc1ccc(-c2nn3c(C)nnc3c3ccccc23)cc1S(=O)(=O)NCc1ccco1
[82] CN(c1ccc(C(=O)NCc2ccccc2)cc1)S(C)(=O)=O
[83] O=C(Nc1cccc(Cl)c1)c1cc(S(=O)(=O)NCCc2ccc(Cl)cc2)ccc1F
[84] CCN(CC)c1ncnc2c1ncn2Cc1c(Cl)cccc1Cl
[85] Cc1nn(-c2ccccc2)c2sc(C(=O)N3CCc4ccccc4C3)cc12
[86] O=C(O)c1cc(O)c2c(c1)C(=O)c1cccc(O)c1C2=O
[87] CCSc1nc2ccccc2n1C(=O)/C=C/c1ccc(OC)c(OC)c1
[88] O=C(O)C1Cc2ccccc2CN1S(=O)(=O)c1ccc(Cl)cc1 (stereo not given)
entry no.,81,82,83,84,85,86,87,88
RmlCD inh 1536,.,.,-3,.,.,.,-2,-9
M. tuberculosis GlmU,0.8%,-1.7%,-3.2%,-1.6%,-0.9%,0.7%,7.1%,2.6%

[89] O=C(OCC(=O)N1c2ccccc2Sc2ccccc21)c1cccnc1
[90] O=S(=O)(Nc1ccc(N2CCOCC2)cc1)c1ccccc1
[91] CC(=O)N=c1c(C#N)cc2c(=O)n3ccccc3nc2n1Cc1ccccc1
[92] O=C1C=C(N2CCN(C(=O)c3ccccc3)CC2)C2(CCCCC2)O1
[93] O=C(O)CCCCCNC(=O)c1cccc(Br)c1
[94] CCOP(=O)(c1ccc(N(C)C)cc1)C(O)c1cccnc1 (stereo not given)
[95] CCCCCC(=O)Oc1cccc(N2C(=O)C3CCCCC3C2=O)c1 (stereo not given)
[96] OC(CNCc1ccc(F)cc1)(c1ccc(F)cc1)c1ccc(F)cc1
[97] CCCNC(=O)Nc1ccsc1C(=O)OC
entry no.,89,90,91,92,93,94,95,96,97
RmlCD inh 1536,-10,0,2,-1,-10,0,7,3,27
M. tuberculosis GlmU,2.0%,-3.5%,-2.1%,-4.3%,1.8%,-1.3%,-3.3%,-2.5%,-1.9%

# Compound activity as filed in PubChem BioAssay.
